Compound activity as filed in PubChem.
TSHR antagonist = human thyrotropin receptor antagonism; P16473; TSHR-expressing cells, TSH-stimulated cAMP HTRF, 2 h; hits give low values; activity change, negative = inhibition, % at 11.5 µM; actives 0.2% (n = 330,000);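 active = activity change below a set negative limit, meaning inhibition stronger than a set level, cut at about -70% in these data; inconclusive = activity change between two set negative limits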; also: % is scaled to controls: 0 for no effect and ±100 for the full control effect
Target sequence (P16473 whole entry, looked up): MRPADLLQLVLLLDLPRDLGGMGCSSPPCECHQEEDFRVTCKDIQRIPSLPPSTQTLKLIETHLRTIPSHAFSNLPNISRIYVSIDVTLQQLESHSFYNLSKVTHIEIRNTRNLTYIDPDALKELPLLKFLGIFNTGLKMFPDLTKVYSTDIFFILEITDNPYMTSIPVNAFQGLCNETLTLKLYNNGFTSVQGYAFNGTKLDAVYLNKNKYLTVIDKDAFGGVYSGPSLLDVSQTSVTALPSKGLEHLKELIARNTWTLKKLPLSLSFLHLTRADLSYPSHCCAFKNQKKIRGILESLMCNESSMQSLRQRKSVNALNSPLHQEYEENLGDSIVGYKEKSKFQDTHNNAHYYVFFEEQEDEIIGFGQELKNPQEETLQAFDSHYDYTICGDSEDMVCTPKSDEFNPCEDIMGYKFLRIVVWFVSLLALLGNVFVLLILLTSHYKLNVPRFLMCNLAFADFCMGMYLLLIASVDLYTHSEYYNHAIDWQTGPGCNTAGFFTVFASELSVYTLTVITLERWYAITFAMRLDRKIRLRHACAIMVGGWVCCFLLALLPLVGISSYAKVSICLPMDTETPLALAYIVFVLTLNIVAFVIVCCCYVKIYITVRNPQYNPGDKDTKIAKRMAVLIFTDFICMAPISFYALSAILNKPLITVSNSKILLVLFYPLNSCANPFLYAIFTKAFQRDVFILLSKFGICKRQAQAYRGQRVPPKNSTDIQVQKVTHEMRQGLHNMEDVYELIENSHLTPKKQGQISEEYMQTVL
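Read-out is FRET at 665 nm (cryptate excitation 337 nm) from a cryptate-tagged anti-cAMP antibody, competed by cell cAMP against cAMP-d2. Compounds are tested on freshly harvested TSHR cells challenged with 4nM TSH (EC80) for 2 hours at 37 deg C.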
S-ASM inh = blocks human secretory acid sphingomyelinase; actives 0.006% (n = 340,000); P17405; AID 504937; placental ASM, HMU-PC fluorogenic substrate, 60 min; Potency, µM (top dose mostly 57.5 µM), without a hit: at the top dose activity change, negative = inhibition, hits mostly inhibitors; also: potency is read from the fitted curve at half-maximal effect
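Steps: dispense placental human ASM, pin compound, wait 10 min at room temperature, add HMU-PC0 substrate at 9 uM final, incubate 60 min at 37 °C, add stop solution raising pH to 10, read fluorescence.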
Mito fusion yeast = inhibitors of mitochondrial division or activators of mitochondrial fusion. actives 0.23% (n = 320,000). AID 485298. Potency, µM (highest dose often 46.1 µM), for the others: at the top dose growth rescue (activation), actives largely listed as activators. S. cerevisiae fusion-defective mutant growth rescue, CellTiterGlo 48 h;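 also: potency is read from the fitted curve at half-maximal effect; % of control where 0% means no effect; nearly all actives have a fitted effect of over 45% in size; temperature-sensitive fusion mutants such as fzo1-1 at 37 °C on non-fermentable ethanol glycerol medium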
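Compounds are tested for their ability to restore growth of mitochondrial fusion-defective yeast strains at non-permissive 37C in YPEG medium over 48 hours. Viability is quantified by luciferase luminescence.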
CXXC DNA block = blocks binding of human MLL CXXC domain to DNA; Q03164; MLL-CXXC / FITC-HOXA9 DNA fluorescence polarization; Potency, µM (series often up to 115 µM), inactives show top-dose activity change, negative = inhibition, most hits filed as inhibitors; actives 0.037% (n = 290,000); AID 2662; active = well fitted inhibition curve with a large enough effect in the polarisation, with a control signal flat, not every such curve was filed as active; inconclusive = small, poorly fitted or top-dose-only effect, or effect the other way, or a change in a side signal; inactive = no such curve, though single readings can be large or run the other way; the % refers to the polarisation; also: potency is read from the fitted curve at half-maximal effect
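Purified MLL-CXXC (added from a 7 uM solution) was preincubated 5 min at ambient with pinned compounds in 50 mM Tris-HCl pH 7.5, 50 mM NaCl, 1 mM DTT, 0.05% BSA. Fluorescein-labeled HOX-A9 DNA (50 nM solution) followed, 30 min, then polarization read.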
TCR act = activators of T cell receptors. AID 504894. primary human leukocytes, anti-CD3, IL-2 HTRF, 48 h. Potency, µM (highest dose often 9.22 µM), for the others: at the highest dose activation of IL-2 secretion, most hits filed as activators. 330,000 tested, under 10 active; also: % of control where 0% means no effect
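HTRF read-out of IL-2 secretion: europium cryptate donor excited at 320nm, d2 acceptor emission at 665nm. Cells were primary human leukocytes incubated 48 hr with compounds and a-CD3 beads, supplying TCR signal only.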
Menin-MLL TR inh = menin-MLL binding inhibition, Texas Red mutant peptide; Potency, µM (highest dose often 61.6 µM), for the others: top-dose FP activity change, negative = inhibition, most hits filed as inhibitors; AID 1768; Menin + Texas Red MLL mutant peptide, fluorescence polarization; actives 0.23% (n = 270,000); active = well fitted inhibition curve with a large enough effect in the polarisation, with a control signal flat, not every such curve was filed as active; inconclusive = small, poorly fitted or top-dose-only effect, or effect the other way, or a change in a side signal; inactive = no such curve, though single readings can be large or run the other way; the % refers to the polarisation; also: potency is read from the fitted curve at half-maximal effect; % of control where 0% means no effect; many of its hits are not listed in these tables
A-T KAP1 phos = potential ataxia-telangiectasia treatment; […] A-T fibroblasts, KAP-1 phosphorylation AlphaLISA; neocarzinostatin DNA damage 30 min before lysis; Potency, µM (series often up to 57.5 µM), without a hit: top-dose activation, most hits filed as activators; actives 0.19% (n = 320,000); AID 485349; also: potency is read from the fitted curve at half-maximal effect; % of control where 0% means no effect; nearly all actives have a fitted effect of over 45% in size
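hTERT-immortalized A-T patient fibroblasts ([…]), 500 cells/well in OPTI-MEM, 1% FBS, got compounds for 60 min, then NCS for 30 min at 37C. Lysates were then assayed for phospho-KAP-1 by AlphaLISA (anti-pKAP1 donor, anti-KAP1 acceptor beads), 6 hr at 25C.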
TSG101-PTAP inh = blocks PTAP/TSG101 interaction to inhibit HIV-1 budding; Potency, µM (series often up to 115 µM), for the others: top-dose activity change, negative = inhibition, actives largely listed as inhibitors; Fluorescence polarization, FITC-PTAP peptide / Tsg101 binding; Q99816; 340,000 tested, under 10 active; active = well fitted inhibition curve with a large enough effect in the main read-out, with a control signal flat, not every such curve was filed as active; inconclusive = small, poorly fitted or top-dose-only effect, or effect the other way, or a change in a side signal; inactive = no such curve, though single readings can be large or run the other way; also: potency is read from the fitted curve at half-maximal effect; % of control where 0% means no effect
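Fluorescence polarization binding of Tsg101 binding domain (10 uM final) to FITC-labeled PTAP peptide (50 nM final) in HEPES pH 7.5 buffer with NaCl, Tween 20, EDTA, TCEP. Compounds added before peptide; binding 20 min at RT.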
a7 integrin act = activators of alpha7 integrin expression for muscular dystrophy | alpha7betagal myoblasts, beta-gal FDG fluorescence, 48 h | Potency, µM (doses to about 38.3 µM), inactives show at the highest dose activation, actives largely listed as activators | actives 0.064% (n = 350,000);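 also: potency is read from the fitted curve at half-maximal effect; 100% = response of the positive control SU9516; nearly all actives have a fitted effect of over 60% in size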
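Alpha7betagal+/- myoblasts (passage 13) were plated 16-24 hr, then exposed to compounds (1:260 dilution of DMSO stock) for 48 hours at 37C. After MPER lysis, β-galactosidase reporter activity was read as FDG fluorescence (ex 480/em 540) after 30 minutes.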
MBNL1 CUG block = MBNL1-poly(CUG) RNA binding inhibition; Q9NR56; TR-FRET MBNL1-His/biotin-(CUG)12 binding, 665/545 ratio; Potency, µM (highest dose often 57.5 µM), inactives show at the top dose activity change, negative = inhibition, most hits filed as inhibitors; actives 0.036% (n = 280,000); AID 2675; active = well fitted inhibition curve with a large enough effect in the signal ratio, with a control signal flat, not every such curve was filed as active; inconclusive = small, poorly fitted or top-dose-only effect, or effect the other way, or a change in a side signal; inactive = no such curve, though single readings can be large or run the other way; the % refers to the signal ratio; also: potency is read from the fitted curve at half-maximal effect; % is scaled to controls: 0 for no effect and ±100 for the full control effect
Target sequence (Q9NR56 whole entry, looked up): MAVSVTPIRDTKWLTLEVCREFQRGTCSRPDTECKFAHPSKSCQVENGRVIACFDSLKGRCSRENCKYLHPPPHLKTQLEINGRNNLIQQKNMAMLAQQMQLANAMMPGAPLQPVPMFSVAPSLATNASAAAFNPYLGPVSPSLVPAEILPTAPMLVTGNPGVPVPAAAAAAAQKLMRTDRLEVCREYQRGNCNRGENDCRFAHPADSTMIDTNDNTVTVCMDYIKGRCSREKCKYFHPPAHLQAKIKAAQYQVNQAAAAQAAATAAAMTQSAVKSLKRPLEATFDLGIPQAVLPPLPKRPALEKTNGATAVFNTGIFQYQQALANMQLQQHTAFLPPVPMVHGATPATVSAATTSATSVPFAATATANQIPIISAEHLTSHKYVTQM
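Ratiometric TR-FRET (665 over 545 nm, excitation 340 nm) tracks disruption of MBNL1-His/biotin-(CUG)12 complex after 60 min at room temperature, with compounds at 92 nM to 58 uM final.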
* marks the source's active call; other numbers are inactive results; i = inactive; ? = inconclusive; · = not tested or not shown; [ ] = dose if it differs, or a comment. Unless noted, calls follow the shape of the dose curve; as a rule, active = well fitted curve in the direction sought with a large enough effect; inconclusive = small, poorly fitted or top-dose-only effect, or another doubt; inactive = no such curve, though single readings can be large; an effect the other way counts as inactive or inconclusive.

No.	SMILES	TSHR antagonist	S-ASM inh	Mito fusion yeast	CXXC DNA block	TCR act	Menin-MLL TR inh	A-T KAP1 phos	TSG101-PTAP inh	a7 integrin act	MBNL1 CUG block
1	O=C(Cc1cccs1)NCc1ccc(Cl)cc1Cl	-3	-1%	1%	0%	3%	0%	8%	-1%	13%	1%
2	COc1ccc(NS(=O)(=O)c2ccc(N3CCCC3)c(NC(=S)Nc3cccc(S(=O)(=O)N(C)C)c3)c2)cc1	-14	·	1%	9%	0%	-29%	-1%	·	·	·
3	C/C(=N/NS(=O)(=O)c1cccc([N+](=O)[O-])c1)c1ccncc1	-13	2%	0%	-6%	-1%	·	1%	-4%	4%	?
4	C#CCN1C(=O)S/C(=C\c2cc3c(cc2OC)OCO3)C1=O	-15	1%	1%	?	·	?	-1%	-13%	1%	-1%
5	COc1ccc(NC(=O)c2cnc(NS(=O)(=O)c3ccccc3)nc2)cc1	-3	1%	-8%	-4%	-8%	-4%	3%	-5%	-5%	-8%
6	NS(=O)(=O)CCCc1ccccc1	-7	0%	-1%	0%	0%	4%	-18%	0%	-2%	-16%
7	CN(C)c1ccc(/C=C(/C#N)C(=O)NCc2ccccc2)o1	-4	-7%	-2%	?	6%[46.1 µM]	12%	0%	?	-7%	?
8	O=C(COC(=O)/C=C/c1nc2ccccc2s1)Nc1ccccc1Oc1ccccc1	-6	·	4%	6%	2%[46.1 µM]	-4%	-5%	1%	-10%	7%
9	O=[N+]([O-])c1ccc(Oc2cccc3cccnc23)c(Cl)c1	5	-2%	0%	-6%	-3%	33%[activator]	2%	-1%	2%	?
10	Cc1cc2ccccc2nc1-c1ccccc1F	·	1%	·	·	1%	·	·	1%	8%	·
11	OC(CN=c1sc2ccccc2n1CC(O)COc1ccccc1)COc1ccccc1 (configuration not stated)	-8	-3%	-2%	-6%	-6%[46.1 µM]	9%	-3%	-4%	-9%	-5%
12	O=C(OCC(=O)N1CCN(C(=O)c2ccco2)CC1)c1ccc(Cl)nc1	·	6%	·	·	·	·	7%	-8%	6%	·
13	COc1ccc(NC(=O)CCN2C(=O)c3ccncc3C2=O)cc1OC	-5	0%	-1%	-6%	2%	·	9%	0%	1%	?
14	COc1cc2c(oc(=O)c3cc(C)cc(OC)c32)c2c(C3OC(C)C(O)C(C)(O)C3O)ccc(O)c12 (configuration not stated)	·	33%	·	·	1%	·	·	-5%	0%	·
15	CC(C)(C)C(=O)N1CCC(O)(CS(=O)(=O)c2ccc(Cl)c(Cl)c2)CC1	3	-2%	3%	-1%	-11%	0%	4%	1%	-4%	1%
16	Cc1ccc(-c2nnc3n2N=C(c2ccc(Br)cc2)CS3)cc1	-5	-2%	1%	1%	9%	-10%[11.7 µM]	16%	-2%	-2%	17%
17	COc1ccccc1N1CC(C(=O)Nc2nnc(SCC(=O)NCC3CCCO3)s2)CC1=O (configuration not stated)	42	1%	-2%	8%	3%	·	-41%	0%	-5%	-6%
18	Cc1onc(-c2ccccc2)c1C(=O)N1CCCc2ccccc21	2	2%	3%	-12%	-142%	-1%	14%	-10%	6%	-12%
19	C/C(=N\NC(=O)c1nnn(-c2nonc2N)c1C)c1ccc(-c2ccccc2)cc1	62	0%	0%	7%	-1%	·	8%	1%	19%	-3%
20	O=C1CCC/C(=N\NC(=O)c2ccc(CSc3cccc4cccnc34)cc2)C1	4	-1%	20%	3%	-7%	10%	-2%	-5%	-30%	?
21	CN(C)CCNC(=O)c1ccc2c(=O)n(Cc3ccc(Cl)cc3)c(=S)[nH]c2c1	-6	-9%	-25%	47%[activator]	10%	22%	6%	-4%	-67%[inhibitor]	-3%
22	CCCn1nc(C(=O)Nc2cccc(S(=O)(=O)N(C)c3ccccc3)c2)c2ccccc2c1=O	·	-16%	·	·	-4%	·	15%	-1%	-1%	·
23	Nc1nc(O)c(CC(=O)O)s1	3	2%	11%	-3%	-10%	-13%	4%	-2%	11%	-5%
24	O=C(Nc1ccncc1)c1ccc(Cl)c(S(=O)(=O)N2CCc3ccccc32)c1	?	-1%	?	·	1%	·	5%	-7%	0%	·
25	CC1CCN(CCNC(=O)C2CCCN(c3ncnc4c3nc3n4CCCCC3)C2)CC1 (configuration not stated)	4	1%	-2%	24%	-4%	·	18%	-5%	-3%	-1%
26	COc1ccc(-c2cc(OC)c3ccccc3n2)cc1	-15	1%	9%	4%	-5%[46.1 µM]	22%	5%	-2%	5%	-17%
27	Cc1ccccc1N1C(=O)CSC1=C(C#N)C#N	-18	1%	-1%	15%	0%	?	10%	4%	5%	·
28	CC(=O)NC(c1ccc(C(C)C)cc1)c1ccc2cccnc2c1O (configuration not stated)	-8	-4%	5%	-16%	4%	-12%	-1%	-2%	-35%	13%
29	COc1ccc(C(=O)OC(C)C(=O)NC2CCCC2)cc1S(=O)(=O)N1CCOCC1 (configuration not stated)	13	0%	4%	·	3%	·	13%	-4%	14%	·
30	COc1ccc(NC(=O)CCC(=O)Nc2ccc3nc(N4CCOCC4)cc(C)c3c2)c(OC)c1	-11	398%[activator]	0%	-7%	-5%	-23%	-3%	-1%	33%	0%
31	CN(C)/C=C1\C(=O)NN=C1c1ccccc1	-7	5%	0%	-3%	-4%	0%	7%	-3%	-9%	-6%
32	Cc1[nH]c(=O)[nH]c1C(=O)CCCCC(=O)O	-4	-1%	-6%	3%	-3%[46.1 µM]	2%	-1%	1%	-4%	0.089µM*
33	Nc1cc(=O)[nH]c(SCC(=O)N2CCCc3ccccc32)n1	3	1%	-4%	5%	5%[46.1 µM]	11%	-2%	-3%	-26%[7.66 µM]	16%
34	CCN(CC)CCn1c(NCc2ccc(OC)cc2)nc2ccccc21	·	6%	-8%	-6%	-3%	-15%	·	-3%	-17%	-9%
35	COc1ccc([C@H]2CC(=O)C=C(c3ccc(C)c(F)c3)C2)cc1	-18	-9%	?	·	12%	·	20%	1%	-8%	·
36	Cc1cccc(NC(=O)CNC(=O)CNC(=O)Cc2ccccc2)c1	5	·	-2%	2%	4%	0%	5%	0%	3%	-4%
37	COc1cccc(/C=c2/s/c(=C(\C#N)C(=O)N3CCOCC3)n(-c3ccccc3)c2=O)c1	-40	7%	2%	24%	9%	2%	-12%	-1%	-3%	2%
38	COCCNC(=O)c1ccc(CS(=O)(=O)c2c(Cl)cccc2Cl)o1	1	-8%	-3%	2%	-2%[46.1 µM]	8%	1%	-2%	15%	0%
39	CCOC(=O)N1CCC(NC(=O)C2CCN(C(=O)N3CC(C)Oc4ccccc43)CC2)CC1 (configuration not stated)	-1	0%	-4%	-17%	8%	-1%	·	0%	8%	-5%
40	CN1CC(=O)N(CC(=O)N2N=C(c3ccc(Cl)cc3)CC2c2ccco2)C1=O (configuration not stated)	7	2%	3%	-1%	6%	5%	-2%	2%	15%	12%
41	CCOCC(=O)Nc1cc(C(=O)NCCC(C)C)ccc1Cl	-6	·	9%	7%	·	12%	-3%	·	·	2%
42	O=C(NCc1ccccc1)C1=C[C@@H](c2coc3ccccc3c2=O)C[C@@H](OCCCCO)O1	-24	6%	2%	2%	2%	-4%	·	-1%	-4%	-6%
43	CN(C)C(=O)c1ccc(-n2cccn2)nc1	9	4%	-5%	?	0%	15%	8%	0%	6%	0%
44	CN(Cc1cccs1)C(=O)c1cc(S(=O)(=O)N2CCOCC2)ccc1N1CCCC1	4	-1%	3%	·	-4%	·	10%	-7%	2%	·
45	COc1cc(-c2nc3ccccn3c2NCc2ccccc2)ccc1SC1CCCCC1	-14	i	-21%	·	-3%	·	13%	1%	-35%	·
46	O=C(CCN1C(=O)C2C3C=CC(C3)C2C1=O)Nc1ccc2ncccc2c1 (configuration not stated)	-2	1%	0%	-2%	-4%	5%	1%	0%	-3%	-15%
47	CN(C)C(=O)c1ccc(NC(=O)COc2cccc3c2OC(C)(C)C3)cc1	-6	0%	5%	·	-3%	·	2%	1%	-13%	·
48	Cc1ccc(-c2nc3ncccc3o2)cc1NC(=O)c1sc2ccccc2c1Cl	5	9%	-2%	2%	-13%	-17%	-2%	-1%	9%	2%
49	CC(C)CC1CC(=O)OC1(C)C(=O)CSc1nc2ccccc2s1 (configuration not stated)	-10	-4%	-4%	7%	1%	-3%	5%	-1%	-3%	-5%
50	COc1ccc(C2=NN(c3ccc(C=O)cc3)C(c3ccccc3)C2)cc1 (configuration not stated)	8	·	?	29%	5%	33%[activator]	23%	3%	0%	8%

The list is partial. The share of hits here may be higher or lower than overall.
